# Bioassay records from PubChem BioAssay.
# Sm TGR inh = qHTS Assay for the Inhibitors of Schistosoma Mansoni Peroxiredoxins; AID 485364, 2010; hit rate 3% among 360,000; Schistosoma mansoni thioredoxin glutathione reductase (TGR), Q962Y6; Potency, µM (titrated, usually from 114 µM), for inactives: at the top dose activity change, negative = inhibition, hits mostly inhibitors; purified TGR, DTNB reduction, TNB absorbance 405 nm; also: potency is read from the fitted curve at half-maximal effect; nearly all actives have a fitted effect of over 60% in size
#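 First, TGR (20 nM dispensed) and NADPH were mixed with compound. Second, a 15 min room-temperature incubation followed. Third, further NADPH and then DTNB were added to start the reaction. Finally, TNB absorbance was monitored kinetically.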
# Giardia FBPA inh = qHTS Assay for Inhibitors of Fructose-1,6-bisphosphate Aldolase from Giardia Lamblia; AID 2451, 2010; Potency, µM (highest dose often 59.6 µM), inactives show at the top dose activity, negative = inhibition, hits mostly inhibitors; purified Giardia FBPA; hit rate 0.71% among 290,000; also: potency is read from the fitted curve at half-maximal effect; nearly all actives have a fitted effect of over 55% in size
# Target sequence (A8B2U2 whole entry, looked up): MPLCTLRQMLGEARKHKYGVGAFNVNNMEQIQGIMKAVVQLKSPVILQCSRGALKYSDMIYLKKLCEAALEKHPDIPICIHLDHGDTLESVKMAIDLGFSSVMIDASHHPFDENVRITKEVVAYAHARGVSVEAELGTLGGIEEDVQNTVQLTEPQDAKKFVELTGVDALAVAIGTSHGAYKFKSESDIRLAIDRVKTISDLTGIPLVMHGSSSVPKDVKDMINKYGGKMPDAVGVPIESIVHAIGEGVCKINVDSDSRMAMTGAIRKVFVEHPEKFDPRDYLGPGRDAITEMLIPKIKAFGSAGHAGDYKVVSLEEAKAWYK
#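 40 nM FBPA preincubated 10 min at RT with compound (up to 57.5 uM final), then substrate plus GAPDH/TPI/NAD/arsenate coupling and diaphorase/resazurin added. Fluorescence read after 20 min at RT, 525/598 nm.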
# AMA1 RON2 block = qHTS for Inhibitors of AMA1-RON; Towards Development of Antimalarial Drug Lead: Primary Screen. hit rate 0.2% among 360,000. Plasmodium falciparum AMA1 (3D7) - RON2 peptide interaction. AlphaScreen AMA1-biotinylated RON2 peptide binding. Potency, µM (doses to about 58.2 µM), for the others: top-dose activity change, negative = inhibition, usual class: inhibitors;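 also: potency is read from the fitted curve at half-maximal effect; 0% = vehicle wells and -100% = peptide control; nearly all actives have a fitted effect of over 45% in size; some results filed as inactive show a strong effect at the top dose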
#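 AMA1 (3D7) with his tag at 25 nM final met compounds first, then biotinylated RON2 peptide at 25 nM; detection used donor plus acceptor beads, 10 µg/mL apiece, read by AlphaScreen after 30 min at room temperature.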
# HCMV antiviral = qHTS Assay for inhibitors of the human cytomegalovirus (HCMV) | HFF cells, HCMV-luciferase reporter, 72 h; stronger effect = lower value | activity change, negative = inhibition, % at 57.5 µM | hit rate 4.5% among 410,000 | AID 1259415, 2018; in the data active = activity change below about -60%; inconclusive = no clear call, values can overlap the other calls; inactive = above about -39%
#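 Luciferase read-out from HCMV-luciferase-infected HFFs (MOI 1 PFU/cell) 72 h post infection at 37C; compounds added after 16 h cell attachment; activity normalized between buffer-only basal and Salinomycin (10uM) inhibitor controls.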
# HCV inhibitor = qHTS Assay for Inhibitors of Hepatitis C Virus (HCV) | hit rate 3.4% among 340,000 | AID 651820, 2012 | Huh7.5.1 HCVcc-Cre infection, luciferase reporter, 44 h | Potency, µM (titrated, usually from 41.8 µM), without a hit: at the highest dose activity change, negative = inhibition, most hits filed as inhibitors; also: potency is read from the fitted curve at half-maximal effect
#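 HCVcc-Cre virus at an moi near 0.5 was added right after compound to cells cultured 4 h from seeding (1,000 cells/well). Luciferase activity was determined 44 h later, 15 min after substrate addition at RT.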
# AmpC inh detg = qHTS Inhibitors of AmpC Beta-Lactamase (assay with detergent); Potency, µM (titrated, usually from 114 µM), without a hit: top-dose activity change, negative = inhibition, actives largely listed as inhibitors; AmpC hydrolysis of nitrocefin, absorbance 480 nm, 0.01% Triton; P00811; AID 485294, 2010; hit rate 0.041% among 370,000;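 also: potency is read from the fitted curve at half-maximal effect; 0% = no-compound wells and -100% = no-enzyme wells; nearly all actives have a fitted effect of over 25% in size; some results filed as inactive show a strong effect at the top dose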
# Target sequence (P00811 whole entry, looked up): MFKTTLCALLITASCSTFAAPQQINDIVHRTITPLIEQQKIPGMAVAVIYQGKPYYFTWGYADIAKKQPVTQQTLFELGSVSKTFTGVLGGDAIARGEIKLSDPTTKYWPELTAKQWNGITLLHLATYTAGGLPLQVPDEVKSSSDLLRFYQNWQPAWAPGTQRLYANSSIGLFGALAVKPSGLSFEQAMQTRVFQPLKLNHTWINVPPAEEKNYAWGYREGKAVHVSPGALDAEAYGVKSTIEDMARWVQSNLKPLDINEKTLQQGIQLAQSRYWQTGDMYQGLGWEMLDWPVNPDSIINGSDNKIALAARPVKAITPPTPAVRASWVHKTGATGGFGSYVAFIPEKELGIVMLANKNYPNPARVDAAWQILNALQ
#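 AmpC (5.3 nM in the dispensed reagent) in 20 mM phosphate pH 7.0 with 0.01% (detergent screen) or 0.0001% Triton X-100 was preincubated with compounds for 15 min at room temperature. Nitrocefin was then added from an 800 uM solution, and hydrolysis was followed at 480 nm.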
# Numbers without * were called inactive; ? = inconclusive; · = no result given; [ ] = dose if it differs, or a comment. Unless noted, calls follow the shape of the dose curve; as a rule, active = well fitted curve in the direction sought with a large enough effect; inconclusive = small, poorly fitted or top-dose-only effect, or another doubt; inactive = no such curve, though single readings can be large; an effect the other way counts as inactive or inconclusive. Unless noted, % is scaled to controls: 0 for no effect and ±100 for the full control effect.
# Each structure is followed by: Sm TGR inh | Giardia FBPA inh | AMA1 RON2 block | HCMV antiviral | HCV inhibitor | AmpC inh detg
Cc1nnc(SCC(N)=O)n1CC1CCCO1 (configuration not stated)
→ 2.1% | -2.1% | 2.1% | 27.4 | 3.8% | ?
Cc1cccc(-n2c(/C=C/c3c(C)[nH]c4ccccc34)nc3ccccc3c2=O)c1
→ -7.8% | · | · | 6.7 | · | -10.9%
CC1(C)C2CCC(C2)C1(C)NC(=O)CN1CCOCC1 (configuration not stated)
→ -10.2% | -23.3% | -1.1% | 9.1 | 4.2% | ?
O=C(Cc1c(C(=O)O)[nH]c2ccccc12)NCCN1CCN(c2ccccc2F)CC1
→ 12.4% | -11.3% | 11.7% | 41.3 | 13.4% | ?
CC(C(=O)Nc1ccccc1)N1CCN(C(=O)c2ccco2)CC1 (configuration not stated)
→ -3.2% | · | -3.1% | 11.9 | 9.9% | 5.3%
CCOC(=O)C1CCN(CCC(=O)Nc2ccc(C)c(C)c2)CC1
→ 9.1% | 5.9% | -5.1% | -67.1* | -15.4% | 2.0%
COc1ccc(S(=O)(=O)N(C)C)cc1NC(=O)c1ccc(OCC(=O)N2CCOCC2)c(OC)c1
→ -1.6% | · | 20.6% | -30.6 | 21.7% | -10.0%
COCCCn1c(SCC(=O)n2c(C)c(C)c3ccccc32)nnc1-c1ccoc1C
→ 44.7µM* | 0.3% | -10.8% | 29.2 | -22.2% | 6.2%
COc1ccc(S(=O)(=O)N2CCC(C(=O)NC3CCCCC3C)CC2)cc1 (configuration not stated)
→ 5.4% | -2.0% | -9.6% | -3.4 | 6.0% | -0.8%
CN(Cc1ccccn1)Cc1nc(-c2ccc(Cl)cc2)no1
→ 28.2µM* | 4.4% | 110.5%[activator] | 17.6 | -23.6% | -4.7%
COc1ccccc1N1CCN(CCCNC(=O)Nc2ccccc2)CC1
→ 3.0% | 8.1% | -12.9% | 11.9 | -20.6% | ?
COc1ccc(CN(C)C(=O)c2ccc(NC(=O)CC3SC(N4CCCCC4)=NC3=O)cc2)c(OC)c1 (configuration not stated)
→ · | · | 17.1% | 10.4 | -0.1% | ·
COC(=O)C1=C(c2c(C)noc2C)C[C@@H]2CC[C@H]1N2C(=O)NCCO
→ -13.3% | · | -4.5% | · | 9.6% | -1.2%
CC(C)C1CC(CCN2CCCCC2)(c2ccccc2)CCO1 (configuration not stated)
→ -1.7% | -3.5% | -5.0% | -1.3 | -37.0% | ?
O=C(CCC1COc2ccccc2O1)Nc1cccnc1 (configuration not stated)
→ -0.1% | 3.1% | -0.2% | -26.1 | 13.2% | -0.9%
CN1CCN(/N=C/c2c3ccccc3c(Cl)c3ccccc23)CC1
→ ? | -3.1% | ? | -30.0 | ? | -3.9%
Cc1ccc2nc(NC(=O)CCNS(=O)(=O)c3cccs3)sc2c1
→ -22.4% | -1.0% | -9.5% | 2.1 | 0.4% | -2.6%
CCOc1ccc(S(=O)(=O)n2nnc3ccccc32)cc1C
→ -0.6% | 4.8% | 6.4% | · | 20.4% | ?
COCc1nnc(SCC(=O)Nc2cccc(Cl)c2C)n1-c1ccccc1
→ -1.4% | 0.0% | -5.3% | 0.1 | -2.1% | -10.8%
COc1ccc(Cl)cc1C(=O)NNC(=O)C1CCCO1 (configuration not stated)
→ -9.2% | · | 18.6% | -8.2 | ? | 0.0%

# Next part; it opens with the three that closed the last part.
# Each structure is followed by: Sm TGR inh | Giardia FBPA inh | AMA1 RON2 block | HCMV antiviral | HCV inhibitor | AmpC inh detg
CCOc1ccc(S(=O)(=O)n2nnc3ccccc32)cc1C
→ -0.6% | 4.8% | 6.4% | · | 20.4% | ?
COCc1nnc(SCC(=O)Nc2cccc(Cl)c2C)n1-c1ccccc1
→ -1.4% | 0.0% | -5.3% | 0.1 | -2.1% | -10.8%
COc1ccc(Cl)cc1C(=O)NNC(=O)C1CCCO1 (configuration not stated)
→ -9.2% | · | 18.6% | -8.2 | ? | 0.0%
Cc1ccc(NC(=O)CN2C(=O)S/C(=C\c3cccn3C)C2=O)cc1
→ 10.6% | 1.3% | -2.7% | -4.1 | ? | 1.9%
COc1ccc(NC(=O)c2c(NC(=O)CNCc3ccco3)sc3c2CCC3)cc1
→ 1.1% | 6.4% | -4.5% | 17.2 | -5.7% | -6.5%
Cc1[nH]n(-c2ccccc2)c(=O)c1N=O
→ -2.7%[57.1 µM] | -27.5% | 15.8% | -34.2 | 3.2% | -8.1%
CCCSc1ncc(Cl)c(C(=O)N2CCN(c3ccc(OC)cc3)CC2)n1
→ -0.4% | · | · | -35.6 | · | 2.4%
COc1ccc(-c2ccc(-c3noc(C)n3)c(OC)n2)cc1
→ 1.9% | 2.9% | 1.1% | 60.7 | 13.3% | 6.3%
Cc1ccc(CNC(=O)CSc2c3c(nc4cc(Cl)ccc24)CCCC3)cc1
→ -11.1% | · | · | -19.8 | · | 11.1%
CCN(C(=O)CN1C(=O)NC(CCSC)C1=O)C1CCS(=O)(=O)C1 (configuration not stated)
→ -9.1% | · | 0.7% | 2.9 | 29.7% | -15.9%
C=CCn1c(CCNC(=O)c2ccccc2F)nnc1SCC(=O)Nc1ccc(OC)cc1
→ 30.8% | 1.4% | -0.4% | 10.2 | 1.6% | -4.9%
COC(=O)CSc1nnc(C2COc3ccccc3O2)n1-c1ccccc1 (configuration not stated)
→ -2.1% | 1.9% | 4.7% | 37.6 | 14.4% | ?
O=[N+]([O-])c1ccc(COc2cccc3cccnc23)cc1
→ -3.9% | -2.2% | 2.8% | 4.0 | -17.0% | -2.0%
CCOc1ccccc1C(=O)Nc1ccccc1-c1ccccc1
→ 10.8% | 3.6% | 14.8% | 2.1 | -22.3% | -9.8%
CCOc1cc(-c2nnn(CC(=O)N3CCCCC3)n2)ccc1OC
→ -15.0% | -1.4% | -9.1% | -12.2 | -17.9% | -13.9%
O=C(CN1CCCCC1)c1ccc2c(c1)OCO2
→ -0.4% | -1.1% | -7.1% | 30.9 | 2.7% | 0.8%
OC(COCCC12CC3CC(CC(C3)C1)C2)CN1CCCC1 (configuration not stated)
→ 1.7% | -3.0% | 3.9% | 61.9 | 10.0% | 9.5%
CCC(=O)Nc1cccc(C2=NOC3(C2)C[C@@H](C(N)=O)N(C(=O)c2ccccc2C(=O)c2ccccc2)C3)c1 (some centres not stated)
→ -6.6% | -11.3% | 13.6% | -12.4 | 1.7% | 0.1%
COCCNC(=O)C(OC(=O)c1ccco1)c1ccccc1F (configuration not stated)
→ -26.2% | -1.4% | 5.7% | -5.4 | 7.8% | -5.3%
CN1C(=O)CSc2ccc(NC(=O)N3CCOCC3)cc21
→ 1.8% | -1.6% | ? | 54.8 | -19.2% | ?
CC(OC(=O)c1ccccn1)C(=O)Nc1nc(-c2ccc(F)c(F)c2)cs1 (configuration not stated)
→ · | · | 30.0% | 11.2 | 2.9% | ·
CC1(c2ccccc2)NC(=O)N(CC(=O)NC(=O)NCc2ccco2)C1=O (configuration not stated)
→ -15.5% | 5.4% | 6.9% | -26.0 | 4.8% | -0.2%
COc1ccccc1NS(=O)(=O)c1cc([N+](=O)[O-])ccc1N/N=C/c1c[nH]c2ccccc12
→ -12.6% | -5.1% | -17.1% | -31.1 | 15.8µM* | -2.7%
Cc1cccc(NC(=O)CSc2nc3c(c(=O)[nH]2)CCCC3)c1C
→ -1.8% | -9.8% | 4.4% | 10.0 | -4.9% | -4.7%
CCNC(=O)NC1c2ccccc2CSc2ccccc21 (configuration not stated)
→ · | · | -3.6% | -12.4 | 9.3% | ·
COc1ccc2c(=O)c(C(=O)NCCc3ccc(OC)c(OC)c3)c[nH]c2c1
→ -12.4% | -9.9% | 5.1% | -4.5 | -27.3% | ?
CCOc1cc(C(N)=O)cc(Cl)c1OCc1ccccc1
→ · | 1.9% | 1.2% | -9.7 | 12.6µM* | 1.5%
CCCC[C@]12Cc3c(ccc4ccccc34)C(O1)C1=C(O2)C(=O)c2ccccc2C1=O
→ ? | 0.3%[12.9 µM] | · | · | · | -3.9%[22.9 µM]
CN(c1ccccc1)S(=O)(=O)c1cccc(C(=O)NC2CCCC2)c1
→ · | · | 12.5% | 27.1 | -13.8% | ·
Cc1cc(=O)oc2cc(OC(C)C(=O)NCCc3ccc(S(N)(=O)=O)cc3)ccc12 (configuration not stated)
→ 5.2% | 2.7% | -8.9% | 21.2 | 5.2% | 4.7%
NS(=O)(=O)c1ccc(NC(=S)N2CCC(Cc3ccccc3)CC2)cc1
→ -4.6% | ? | -11.6% | · | ? | -16.9%
CCN1CCN(c2nc3c(S(=O)(=O)c4ccc(C)cc4)nnn3c3ccsc23)CC1
→ -15.0% | · | · | -14.8 | · | -7.3%
CCC(C)Cn1cnc2c(SCc3ccccc3F)nc(N)nc21 (configuration not stated)
→ · | · | 2.1% | 6.6 | ? | ·
c1ccc(-c2oc3ncnc(NCCCN4CCOCC4)c3c2-c2ccccc2)cc1
→ -19.0% | -1.5% | -14.7% | -19.9 | 5.62µM* | -7.8%
CCn1c(=O)c(C(=O)NNS(=O)(=O)c2ccc(C)cc2)c(O)c2ccccc21
→ -4.3% | -13.7% | 69.2%[activator] | 11.7 | 5.7% | -1.1%
CC1(C)C(C=C(Cl)Cl)C1C(=O)N/N=C/c1ccccc1F (configuration not stated)
→ -1.4% | -1.8% | 3.7% | ? | -20.7% | ?
O=C1C=C(c2ccccc2)CC(c2ccc(F)cc2)C1 (configuration not stated)
→ · | · | 3.9% | -24.4 | -1.0% | ·
CC(=O)N1N=C(c2cccs2)CC1c1ccc(C)o1 (configuration not stated)
→ -16.3% | 13.0% | 3.8% | -27.9 | 4.1% | 3.1%
COc1ccc(C2OC3=C(Nc4cc(C)c(C)cc4N3)C2=O)cc1 (configuration not stated)
→ 2.3% | 2.0% | -1.7% | 88.2 | -2.3% | -2.1%
Cc1cc(SCn2nnc3ccccc3c2=O)nc2ccccc12
→ 24.1% | -0.8% | -3.2% | 7.8 | -8.1% | -2.5%
COc1ccc(N(C(=O)c2snc(C(N)=O)c2N)C(CC(C)C)C(=O)NCC2CCCO2)cc1 (configuration not stated)
→ 4.0% | -1.9% | -4.5% | -24.1 | 6.4% | -4.8%
CC(C)[C@H](NC(=O)N1CC(=O)Nc2ccccc21)C(=O)N1CCC[C@@H]1C(=O)O
→ -5.0% | -15.7% | -5.9% | -16.9 | -24.0% | ?
O=C(NCCC1=CCCCC1)C1CCC(=O)N(Cc2cccc(C(F)(F)F)c2)C1 (configuration not stated)
→ 6.3% | · | -2.0% | 82.1 | ? | 0.3%
CCn1c(SCC(=O)Nc2ccccc2N2CCOCC2)nnc1-c1ccccc1
→ -23.4% | -9.0% | -0.5% | -25.3 | -19.6% | ?
Cc1cc(=O)oc(C)c1C(=O)NCCNC(=O)c1c(C)cc(=O)oc1C
→ -1.3% | -8.3% | 0.0% | 76.9 | 1.7% | 7.5%
